GSTO1 inh: counter-screen for RBBP9 inhibitors: inhibitors of human GSTO1. P78417. recombinant GSTO1, activity-based probe fluorescence polarization. inhibition, % at 5.96 µM. hit rate 1.1% among 300,000;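 active = inhibition above the campaign mean inhibition plus 3 SD, cut at about 35% in these data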;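 note: 0% = GSTO1-1 with DMSO and 100% = wells lacking GSTO1-1 enzyme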
Target sequence (P78417 whole entry, looked up): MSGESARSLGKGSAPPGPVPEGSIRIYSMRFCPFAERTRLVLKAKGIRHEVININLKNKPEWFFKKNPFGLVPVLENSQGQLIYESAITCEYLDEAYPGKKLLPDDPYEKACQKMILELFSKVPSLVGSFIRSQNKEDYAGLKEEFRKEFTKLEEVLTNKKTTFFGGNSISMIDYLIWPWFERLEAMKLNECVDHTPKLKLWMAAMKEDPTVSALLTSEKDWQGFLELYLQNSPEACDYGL
GLD-1 RNA inh: GLD-1-TGE RNA interaction inhibition (C. elegans); purified GLD-1 + fluorescein TGE RNA, fluorescence polarization; inhibition, % at 5.96 µM; hit rate 0.44% among 320,000;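 active = percent inhibition above a per-plate cutoff, the plate mean of test compounds plus 3 SD, cut at about 30% in these data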;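 note: 0% = DMSO wells with GLD-1 and probe and 100% = wells lacking GLD-1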
Target sequence (Q17339 whole entry, looked up): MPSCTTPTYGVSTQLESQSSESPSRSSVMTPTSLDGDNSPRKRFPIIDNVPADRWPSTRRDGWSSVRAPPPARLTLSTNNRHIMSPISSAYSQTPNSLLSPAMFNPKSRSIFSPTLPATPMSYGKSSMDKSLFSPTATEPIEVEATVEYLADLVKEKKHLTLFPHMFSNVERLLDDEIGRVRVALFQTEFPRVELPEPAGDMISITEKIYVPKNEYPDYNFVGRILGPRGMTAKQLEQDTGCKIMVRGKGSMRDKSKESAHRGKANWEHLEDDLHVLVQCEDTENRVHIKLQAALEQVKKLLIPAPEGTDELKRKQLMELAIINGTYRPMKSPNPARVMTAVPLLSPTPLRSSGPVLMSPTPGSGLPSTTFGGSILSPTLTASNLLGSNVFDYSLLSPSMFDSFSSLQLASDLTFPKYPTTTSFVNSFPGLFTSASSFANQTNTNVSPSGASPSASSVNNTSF
Fam108B inh: blocks mouse Fam108B hydrolase in RBBP9 counter-screen | inhibition, % at 9.51 µM | recombinant Fam108B, FP-Rh probe fluorescence polarization | hit rate 0.33% among 300,000 | AID 1947;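 active = inhibition above the screen mean inhibition plus 3 SD, computed separately per campaign, cut at about 18% in these data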;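 note: inhibitors lower polarization as less probe binds the enzyme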
PAD4 FP inh: inhibitors of human PAD4. recombinant PAD4, RCA probe fluorescence polarization. inhibition, % at 6.36 µM. Q9UM07. hit rate 0.41% among 330,000. AID 485272;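 active = percent inhibition above a cutoff equal to the mean of all tested compounds plus 3 SD, cut at about 15% in these data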;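 note: 0% = PAD4 with RCA probe and DMSO and 100% = probe without PAD4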
MEX-5 binding: C. elegans MEX-5 TCR-2 RNA binding activity; AID 1832; MEX-5/FITC-TCR2 RNA binding, fluorescence polarization; stronger effect = lower value; hit rate 0.38% among 300,000; activity score (negative = inhibition of binding), % at 10 µM; Q9XUB2;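 active = inhibition past about -25% in most replicates, and total fluorescence under double the plate's negative control median, limit read from the data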;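 note: 0% = DMSO and -100% = 5 µM competing unlabeled TCR2 RNA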
PME-1 inh: PME-1 (human) inhibition; Q9Y570; recombinant PME-1, FP-Rh probe fluorescence polarization; inhibition, % at 5.9 µM; hit rate 0.53% among 320,000;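 active = inhibition above the campaign mean of all compounds plus 3 SD, cut at about 26% in these data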;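 note: competitive labeling of PME-1 active site by serine hydrolase directed probe; 0% = PME-1 with DMSO and 100% = wells lacking PME-1 enzyme; inhibitors block probe labeling so polarization falls and inhibition rises; many of its hits are not listed in these tables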
Bcl-xL primary: Bcl-xL (human) inhibition. GST-Bcl-xL / FITC-Bim BH3 peptide fluorescence polarization. inhibition, % at 10.9 µM. hit rate 0.7% among 320,000;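 active = inhibition above the mean of all tested compounds plus 3 SD, cutoff set per campaign, cut at about 30% in these data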;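 note: 0% = DMSO wells and 100% = unlabeled Bim-BH3 peptide competitor; inhibitors lower millipolarization by displacing the labeled peptide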
TPT1 inh: blocks Candida albicans tRNA 2'-phosphotransferase; recombinant caTPT1, FP RNA substrate dephosphorylation; inhibition, % at 5 µM; hit rate 0.81% among 300,000;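 active = inhibition above the mean of all tested compounds plus 3 SD, set per screening campaign, cut at about 24% in these data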;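 note: plate controls were DMSO alone for no effect and ferristatin control at 100 nM for full effect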
MCL1-BIM inh: inhibitors of human MCL1 binding to BIM-BH3 peptide | GST-MCL1 / FITC-Bim-BH3 fluorescence polarization | hit rate 0.68% among 320,000 | Q07820 | inhibition, % at 10.9 µM;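 active = inhibition above the mean inhibition of all tested compounds plus 3 SD, set per campaign, cut at about 40% in these data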;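 note: 0% = DMSO wells and 100% = unlabeled Bim-BH3 peptide control; higher means more loss of mP so more displacement of Bim peptide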
* marks the source's active call; other numbers are inactive results; · = no result given. Only part of the results is shown; the hit share may differ from the screen's.

SMILES	GSTO1 inh	GLD-1 RNA inh	Fam108B inh	PAD4 FP inh	MEX-5 binding	PME-1 inh	Bcl-xL primary	TPT1 inh	MCL1-BIM inh
CS(=O)(=O)N(Cc1cc2ccccc2[nH]c1=O)C1CCCCC1	10	-4	6	-3	-0.8	-5	-2	2	-3
O=C(CN1C(=O)CC(c2ccccc2)=Nc2ccccc21)NCc1ccco1	0	-1	3	1	2.7	1	-3	4	-2
NC(N)=N/N=C/c1ccc(Cl)c([N+](=O)[O-])c1	20	5	1	-2	1.5	-10	6	0	5
CCC1CN(C(=O)N2CCC(C(=O)NCc3cc(OC)c(OC)c(OC)c3)CC2)c2ccccc2O1 (stereo not drawn)	7	4	-2	3	0.3	-1	0	-3	-4
CCN(CC)c1ccc(NC(=O)COC(=O)C23CCC(=O)N2c2ccccc2S3)cc1 (stereo not drawn)	5	3	3	-3	1.8	4	9	-2	-1
c1nc(NCC2CCCO2)c2[nH]cnc2n1 (stereo not drawn)	-3	3	-1	0	0.4	2	2	-5	0
CCCCn1c(N)c(N(CCOC)C(=O)CSCc2ccc(C)cc2)c(=O)[nH]c1=O	1	2	0	0	-2.2	4	8	-4	4
CCOC(=O)Cc1csc(SCC(=O)Nc2ccc3[nH]c(=O)[nH]c3c2)n1	·	-3	·	-1	·	6	-2	·	9
Cc1nc(NC(=O)/C=C/c2ccc(C(C)(C)C)cc2)sc1C(=O)N(C)C	8	3	4	-1	1.5	-3	-8	20	13
CCOCCCNc1ccc(N2C(=O)C3CCCCC3C2=O)cc1[N+](=O)[O-] (stereo not drawn)	-4	0	-1	-2	1.3	2	0	0	-5
CCCCCC(=O)NC(=S)Nc1ccc(NC(=O)c2ccco2)cc1	-2	5	-8	0	-0.2	-11	5	-1	9
N#CCc1nn(-c2ccccc2)c2ncnc(N)c12	11	-1	4	-4	-2.3	-7	3	-4	2
CN1CCC(=NNC(=O)CN(c2cccc(Br)c2)S(C)(=O)=O)CC1	3	7	1	0	1.0	1	5	-4	20
CCC(=O)NCCn1c(C)cc2ccccc21	9	25	1	-1	-0.8	-5	19	-8	18
COC(=O)c1cc(-c2c(C)oc3cc(OC(C)C)ccc3c2=O)c(C)o1	-2	2	1	3	1.4	2	0	0	-1
O=C(COC(=O)/C=C/c1ccccc1Cl)NCc1ccccc1	2	2	0	-3	0.3	7	4	-1	1
COc1ccc(C2=NCCn3nc4ccccc4c32)cc1	-3	7	2	-3	·	2	5	-2	1
COC(=O)c1ccc(-c2noc(CN3C[C@H]4CC[C@H]3C4)n2)cc1	-1	2	1	5	-1.9	1	6	-1	6
COc1ccc(NC(=O)CN2CCN(Cc3ccccc3)CC2)cc1	4	4	3	-6	2.1	-1	7	-1	11
CCOc1ccc(OCCN2C(=O)NC3(CCCc4ccccc43)C2=O)cc1 (stereo not drawn)	5	1	-1	6	3.8	2	7	-6	-1
COc1cccc(C(C[N+](=O)[O-])c2c(C)[nH]n(-c3ccccc3)c2=O)c1 (stereo not drawn)	81*	-4	4	35*	3.2	6	6	1	6
CC(NC(=O)[C@@H](NC(=O)[C@@H]1Cc2ccccc2CN1)C(C)C)c1ccccc1 (stereo partly drawn)	-8	6	-3	-1	-0.2	-9	4	1	-1
CCCNC(=O)N1CCC(n2nccc2NC(=O)CCOc2ccccc2)CC1	-1	-7	1	1	3.0	6	-4	1	-6
COC(=O)Cc1ccc(NC(=O)c2ccc3c(c2)C(=O)N(Cc2ccco2)C3=O)cc1	-4	2	0	-2	2.1	7	1	-1	7

Ordered by SMILES length (low to high): 12 of the compounds above
SMILES	GSTO1 inh	GLD-1 RNA inh	Fam108B inh	PAD4 FP inh	MEX-5 binding	PME-1 inh	Bcl-xL primary	TPT1 inh	MCL1-BIM inh
N#CCc1nn(-c2ccccc2)c2ncnc(N)c12	11	-1	4	-4	-2.3	-7	3	-4	2
COc1ccc(C2=NCCn3nc4ccccc4c32)cc1	-3	7	2	-3	·	2	5	-2	1
O=C(COC(=O)/C=C/c1ccccc1Cl)NCc1ccccc1	2	2	0	-3	0.3	7	4	-1	1
CCCCCC(=O)NC(=S)Nc1ccc(NC(=O)c2ccco2)cc1	-2	5	-8	0	-0.2	-11	5	-1	9
CCCNC(=O)N1CCC(n2nccc2NC(=O)CCOc2ccccc2)CC1	-1	-7	1	1	3.0	6	-4	1	-6
CCOc1ccc(OCCN2C(=O)NC3(CCCc4ccccc43)C2=O)cc1 (stereo not drawn)	5	1	-1	6	3.8	2	7	-6	-1
CN1CCC(=NNC(=O)CN(c2cccc(Br)c2)S(C)(=O)=O)CC1	3	7	1	0	1.0	1	5	-4	20
COC(=O)c1cc(-c2c(C)oc3cc(OC(C)C)ccc3c2=O)c(C)o1	-2	2	1	3	1.4	2	0	0	-1
CCOCCCNc1ccc(N2C(=O)C3CCCCC3C2=O)cc1[N+](=O)[O-] (stereo not drawn)	-4	0	-1	-2	1.3	2	0	0	-5
COc1cccc(C(C[N+](=O)[O-])c2c(C)[nH]n(-c3ccccc3)c2=O)c1 (stereo not drawn)	81*	-4	4	35*	3.2	6	6	1	6
COC(=O)Cc1ccc(NC(=O)c2ccc3c(c2)C(=O)N(Cc2ccco2)C3=O)cc1	-4	2	0	-2	2.1	7	1	-1	7
CC(NC(=O)[C@@H](NC(=O)[C@@H]1Cc2ccccc2CN1)C(C)C)c1ccccc1 (stereo partly drawn)	-8	6	-3	-1	-0.2	-9	4	1	-1

Going on with the list.
SMILES	GSTO1 inh	GLD-1 RNA inh	Fam108B inh	PAD4 FP inh	MEX-5 binding	PME-1 inh	Bcl-xL primary	TPT1 inh	MCL1-BIM inh
Cc1cc(C)n(-c2nnc(SCC(=O)NC3CCCC3)c3ccccc23)n1	-7	6	0	-4	-2.5	-4	-3	4	-2
Cc1ccc([N+](=O)[O-])cc1NC(=O)c1ccc(-c2ccccc2)cc1	3	7	2	2	0.5	-2	1	-7	0
Nc1ccc(S(=O)(=O)Nc2nccc(/C=C/c3ccc(Cl)cc3Cl)n2)cc1	-42	7	-33	-1	-2.7	-61	-1	0	-2
COc1ccc(N=C2SC(C(=O)O)CC(=O)N2C)cc1 (stereo not drawn)	-7	-4	-1	-3	-0.3	2	-3	1	1
